Cneo AK release = Cryptococcus neoformans cell lysis inducers, primary screen, AK release luminescence, single concentration. AID 651654, 2012. lysis activity, % at 15 µM. C. neoformans lysis, adenylate kinase release luminescence, 4 h; normalised: neutral wells 0, clomiphene wells 100. 360,000 compounds, 0.2% hits;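 active = mean lysis activity across replicates of at least 80%, whatever share of replicates individually reach that level; inactive = mean lysis activity below 80%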
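Signal: Adenylate kinase release luminescence | Assay system: Log-phase Cryptococcus neoformans yeast cells | Input: Cells at 5 × 10^6 per mL | Buffer or medium: Fresh YPD growth medium | Compound: Single dose | Schedule: Static 4 h at 37 °C with compound, 1 h detection | Controls: Clomiphene | Read-out: Luminescence rise reflecting yeast cell lysis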
PglD inh = C. jejuni PglD acetyltransferase inhibitors, primary screen, biochemical, DTNB colorimetric, single point | purified PglD enzyme, DTNB colorimetric CoA detection | inhibition, % at 12.5 µM | 360,000 compounds, 0.098% hits | AID 602405, 2012; in the data active = inhibition above about 16%, passing the limit was not always enough; note: strong numbers were not always called active
CFTR F508del cor = F508del CFTR correction, initial screen, CFBE line, single point | AID 720511, 2013 | CFBE cells, YFP halide quenching; stimulated with forskolin plus potentiator P3; % fluorescence drop versus neutral controls | 350,000 compounds, 0.36% hits | activity (quench increase), % at 7.58 µM;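 active = mean added fluorescence quench of at least 8% versus neutral control, with both replicates also reaching 8%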;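 note: cells transiently co-express mutant CFTR-F508del with the halide-sensitive YFP; corrector assay measuring rescue of mutant channel to the surface after 24 h compound exposure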
INS-1E GSIS act = GLuc luminescence reporter in INS-1E cells, primary screen for activators of glucose-dependent secretion of insulin. activation, % at 16.6 µM. AID 743287, 2014. INS-1E GLuc reporter insulin secretion, 2-3 h. 370,000 compounds, 0.61% hits;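 active = lowest replicate activation of at least 40%, so every replicate reaches that level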;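 note: 0% = median of neutral control wells and 100% = median of IBMX positive control wells; some compounds called inactive have numbers as strong as hits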
FN deposition inh = inhibitors of fibronectin matrix deposition, primary screen, AH1F cells, Alexa488-fibronectin fluorescence, plate reader. AH1F fibroblasts, overnight. inhibition, % at 12.6 µM. 350,000 compounds, 0.086% hits. AID 743247, 2014;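 active = mean inhibition across replicates of 30% or more, regardless of how many single replicates reach that level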;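 note: positive control wells lacked labelled fibronectin entirely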
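Material: AH1F fibroblasts assembling fluorescent fibronectin matrix; amount: 10000 AH1F cells/well; medium: DMEM, 2% serum; reagent: Alexa488-fibronectin, 24 nM final in well; dosing: single compound dose, delivered by pin transfer; incubation: 1 h adhesion, overnight exposure; detection: fluorescence after three HBSS washes, excitation 485 nm, emission 525 nm; measure: fibronectin deposition inhibition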
PGC1a acetyl inh = inhibitors of PGC1a acetylation signal, primary screen, cell-based, U2OS, AlphaScreen, inhibitor mode; AlphaScreen anti-acetyl-lysine; with virally co-expressed GCN5 acetyltransferase; inhibition, % at 15.6 µM; 350,000 compounds, 0.17% hits; AID 651687, 2012;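 active = every replicate shows inhibition of at least 40%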;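 note: 0% = neutral control wells and 100% = positive control wells; some results beyond the cut were filed as inactive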
Statin myotox sup = suppressors of statin myotoxicity in C2C12 myotubes, primary screen, cell-based, single point, plate reader. C2C12 myotubes + simvastatin, ATP luminescence, 48 h; scaled: DMSO 0, geranylgeraniol control 100. rescue of ATP level, % at 7.49 µM. 330,000 compounds, 0.78% hits;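 active = mean ATP rescue above about 67%, or every replicate alone reaching that limit, limit read from the data, passing the limit was not always enough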;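 note: myotubes were challenged with 10 µM simvastatin during compound exposure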
miR122 inh = miR-122 Renilla sensor signal increase in Huh7, primary screen, miR-122 inhibitor project, cell-based, single point, plate reader | Huh7 miR-122 Renilla luciferase sensor, 48 h; neutral wells = 0, positive control = 100 | activation (reporter increase), % at 12.5 µM | 340,000 compounds, 0.3% hits | AID 602342, 2012;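 active = mean replicate activation score at least 90 and every replicate individually at or above 90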;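 note: higher luciferase means less miR-122 activity so hits act as miR-122 inhibitors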
The depositor's hits bear a star; . = not tested or not shown; [ ] = another dose, or the depositor's remark.

(1) COc1ccc(Cc2n[nH]c(=S)n(N)c2=O)cc1
(2) C[C@@H]1CN([C@H](C)CO)C(=O)Cc2cc(NS(=O)(=O)c3cn(C)cn3)ccc2O[C@H]1CN(C)CC1CCCCC1
(3) COc1ccc(S(=O)(=O)Nc2ccc3c(c2)C(=O)N([C@H](C)CO)C[C@H](C)[C@@H](CN(C)C(=O)Cc2ccccc2)OCCCC[C@H](C)O3)cc1
(4) COc1ccc(Nc2nc(NCCCN3CCOCC3)nc(N)c2[N+](=O)[O-])cc1
(5) C[C@@H]1CCCCO[C@H](CN(C)Cc2ccc(Cl)c(Cl)c2)[C@@H](C)CN([C@H](C)CO)C(=O)c2cc(NC(=O)Cc3ccccc3)ccc2O1
(6) CC(=O)N1CCC(N(CCN2CCOCC2)C(=S)Nc2ccc(C)c(C)c2)CC1
entry no.	1	2	3	4	5	6
Cneo AK release	.	6	-4	.	-2	1
PglD inh	.	6	2	.	0	1
CFTR F508del cor	1.1	1.5	-1.4	0.6	-1.3	-0.7
INS-1E GSIS act	-5	10	-15	5	-16	-15
FN deposition inh	-10	.	.	8	.	7
PGC1a acetyl inh	3	0	-4	-18	.	6
Statin myotox sup	.	16	.	4	21	0
miR122 inh	.	-6[16.7 µM]	-2[16.7 µM]	.	-1[16.7 µM]	-4

(7) C[C@H]1CN([C@@H](C)CO)C(=O)c2cc(-c3ccc(F)cc3)cnc2O[C@@H]1CN(C)C(=O)c1ccncc1
(8) Cc1ccc(S(=O)(=O)N(C)C[C@@H]2Oc3ccc(NC(=O)NC4CCCCC4)cc3C(=O)N([C@H](C)CO)C[C@H]2C)cc1
(9) Cc1cc(S(=O)(=O)Nc2cccc(Cl)c2)c(C)s1
(10) Cc1cc(C)nc(CCNC(=O)c2cc(COc3ccccc3)on2)n1
(11) COc1ccccc1NC(=O)N(C)C[C@@H]1Oc2ncc(C#CCN(C)C)cc2C(=O)N([C@@H](C)CO)C[C@@H]1C
(12) Cn1nc(C(=O)OCc2ccc(F)cc2)c2ccccc2c1=O
entry no.	7	8	9	10	11	12
Cneo AK release	.	-1	.	6	-1	-1
PglD inh	.	-1	.	2	1	-1
CFTR F508del cor	-0.9	1.7	-2.5	0.9	-0.6	-0.5
INS-1E GSIS act	2	7	-43	1	18	1
FN deposition inh	.	.	-4	-5	.	4
PGC1a acetyl inh	-9	-2	-8	-1	2	.
Statin myotox sup	-6	-55	.	10	20	5
miR122 inh	-1[16.7 µM]	3[16.7 µM]	44	-1	6[16.7 µM]	-21

(13) CCOc1ccccc1NC(=O)N1CCc2ccccc2C1
(14) S=c1[nH]nc(Cc2sc(-c3ccccc3)nc2-c2ccccc2)o1
(15) COc1ccc(NC(=O)CN(C)C(=O)CCNS(=O)(=O)c2ccc(Br)cc2)cc1
(16) COc1ccc(-c2csc(Nc3ccc(C)cn3)n2)cc1OC
(17) Cc1onc(-c2ccccc2)c1C(=O)N/N=C/c1ccc([N+](=O)[O-])c(O)c1
(18) O=C(NCCc1ccccc1)C1Cc2c(-c3ccccc3Oc3ccccc3)ccnc2O1 (stereo not drawn)
entry no.	13	14	15	16	17	18
Cneo AK release	-2	2	-3	-1	0	-2
PglD inh	2	.	0	-2	0	-7
CFTR F508del cor	0.9	.	1.2	2.2	-3.7	1.0
INS-1E GSIS act	15	.	1	-10	-10	-25
FN deposition inh	5	.	0	-4	.	-16
PGC1a acetyl inh	.	-5	.	12	.	.
Statin myotox sup	-3	29	0	-26	-1	-9
miR122 inh	4	-1	0	-2	-5	-8

(19) O=C1C(Cl)=C(N2CCCCCC2)C(=O)N1c1ccc(Br)cc1
(20) CCN1CCc2c(C#N)c(NCc3ccccc3)nc(NCCO)c2C1
(21) Cc1ccc(N(CC(=O)NCCc2ccc(Cl)cc2)S(=O)(=O)c2c(C)noc2C)cc1
(22) C[C@H](NC(=O)c1cccc([N+](=O)[O-])c1)C(=O)OCC(=O)c1ccccc1Br
(23) COCCCNC(=O)[C@@]1(CCS(=O)(=O)c2ccccc2)N=C(c2ccc(OCCCO)cc2)O[C@H]1c1ccccc1
(24) O=C(c1ccc(C(=O)N2CCCCCC2)cc1)N1CCCCCC1
entry no.	19	20	21	22	23	24
Cneo AK release	-5	2	-1	-1	9	2
PglD inh	4	0	0	3	3	-2
CFTR F508del cor	-2.2	.	0.9	-4.0	1.1	.
INS-1E GSIS act	3	.	6	-10	.	.
FN deposition inh	-21	-5	-3	-3	.	.
PGC1a acetyl inh	1	-6	.	3	1	-9
Statin myotox sup	25	1	4	0	.	-8
miR122 inh	-2	-5	-6	-7	.	-2

(25) CC(OC(=O)c1ccccc1Nc1ccc(SC(F)F)cc1)C(N)=O (stereo not drawn)
(26) O=C(CN1C(=O)S/C(=C\C=C\c2ccccc2)C1=O)Nc1ccc(C(=O)O)cc1
(27) CNC(=O)OC(C)CNS(=O)(=O)c1ccc(C)cc1 (stereo not drawn)
(28) CCCn1nc(NC(=O)c2cccs2)c2cc3cc(OC)ccc3nc21
(29) Cc1cccc(NC(=O)CC(C)(C)C)c1
(30) C=C(C)[C@@H]1CC=C(CO)CC1
entry no.	25	26	27	28	29	30
Cneo AK release	2	4	-6	-8	5	-1
PglD inh	-6	3	-2	-4	-1	-3
CFTR F508del cor	.	-1.0	.	.	.	-0.1
INS-1E GSIS act	-19	.	.	.	.	.
FN deposition inh	8	-5	.	.	-5	4
PGC1a acetyl inh	.	2	-2	-16	-4	-9
Statin myotox sup	.	20	19	.	0	2
miR122 inh	-6	0	-5	-7	-1	-3

(31) O=C(COc1ccccc1)Nc1ccc(S(=O)(=O)NCc2ccco2)cc1
(32) CCC(Sc1nc2c(c(=O)n1CC)SC(C)C2)C(=O)OC (stereo not drawn)
(33) O=C(OCc1nnc(-c2ccc([N+](=O)[O-])cc2)o1)C1CC(=O)N(CCc2ccccc2)C1 (stereo not drawn)
(34) C[C@@H]1CCCCO[C@@H](CN(C)C(=O)Nc2ccccc2)[C@@H](C)CN([C@@H](C)CO)C(=O)c2cc(NS(=O)(=O)c3ccc(Cl)cc3)ccc2O1
(35) CCC(=O)NC1=C(Nc2ccc(N)cc2)C(=O)c2ccccc2C1=O
(36) C[C@@H]1CN([C@@H](C)CO)C(=O)c2cc(NS(=O)(=O)c3ccc(Cl)cc3)ccc2O[C@@H](C)CCCCO[C@@H]1CN(C)C(=O)Nc1ccc2c(c1)OCO2
entry no.	31	32	33	34	35	36
Cneo AK release	4	-1	-1	0	0	6
PglD inh	-4	0	0	4	1	2
CFTR F508del cor	.	1.5	-1.9	0.8	2.6	0.5
INS-1E GSIS act	.	.	.	5	-7	7
FN deposition inh	4	-11	-8	-9	-4	6
PGC1a acetyl inh	9	-6	7	-10	17	8
Statin myotox sup	.	-7	-4	.	-9	.
miR122 inh	12	16	7	36[16.7 µM]	.	3[16.7 µM]

Brought forward from above: four entries, followed by the next part.
(33) O=C(OCc1nnc(-c2ccc([N+](=O)[O-])cc2)o1)C1CC(=O)N(CCc2ccccc2)C1 (stereo not drawn)
(34) C[C@@H]1CCCCO[C@@H](CN(C)C(=O)Nc2ccccc2)[C@@H](C)CN([C@@H](C)CO)C(=O)c2cc(NS(=O)(=O)c3ccc(Cl)cc3)ccc2O1
(35) CCC(=O)NC1=C(Nc2ccc(N)cc2)C(=O)c2ccccc2C1=O
(36) C[C@@H]1CN([C@@H](C)CO)C(=O)c2cc(NS(=O)(=O)c3ccc(Cl)cc3)ccc2O[C@@H](C)CCCCO[C@@H]1CN(C)C(=O)Nc1ccc2c(c1)OCO2
(37) CCn1c(O)c2ccc(C(=O)N=NC(=O)c3ccccc3)cc2c1O
(38) O=C(Nc1ccccc1)c1cc(-n2cnnc2)ccc1Cl
(39) COC(C[C@H](O)C[C@@H](O)[C@H](C)OCc1ccccc1)OC
(40) O=C(CN1C(=O)S/C(=C\c2ccc(F)cc2)C1=O)NC1C=CS(=O)(=O)C1 (stereo not drawn)
(41) COc1ccc2sc(-c3ccccc3OC)c(-c3ccc(OCCN(C)C)cc3)c2c1
(42) C[C@@H]1CCCCO[C@@H](CN(C)S(=O)(=O)c2ccc(F)cc2)[C@@H](C)CN([C@@H](C)CO)C(=O)c2cc(NC(=O)NC3CCCCC3)ccc2O1
entry no.	33	34	35	36	37	38	39	40	41	42
Cneo AK release	-1	0	0	6	-2	-1	-5	-1	6	0
PglD inh	0	4	1	2	-2	0	-3	-6	2	-3
CFTR F508del cor	-1.9	0.8	2.6	0.5	-0.2	.	0.1	1.1	1.4	0.2
INS-1E GSIS act	.	5	-7	7	39	.	17	0	13	-7
FN deposition inh	-8	-9	-4	6	4	.	2	2	5	2
PGC1a acetyl inh	7	-10	17	8	-1	2	.	-3	-4	-11
Statin myotox sup	-4	.	-9	.	-3	19	0	14	-18	.
miR122 inh	7	36[16.7 µM]	.	3[16.7 µM]	-2	-1	.	-3	2	1[16.7 µM]

(43) Cc1ccccc1[C@@]1(C)ON(c2ccccc2C(F)(F)F)C1=O
(44) CCCNC(=O)c1ccc2c(c1)nc(C)n2-c1cccc(C)c1
(45) Cn1c(=O)c2c(ncn2CC(=O)N2CCCCCC2)n(C)c1=O
(46) CCCN1C[C@H](C)[C@H](OC)CN(C)C(=O)c2cc(NS(C)(=O)=O)ccc2OC[C@H]1C
(47) COc1ccc(NC(=O)Nc2ccc3c(c2)C(=O)N([C@H](C)CO)C[C@H](C)[C@H](CN(C)C(=O)NC(C)C)O3)cc1
(48) C[C@@H]1CCCCO[C@@H](CN(C)Cc2ccc(C(=O)O)cc2)[C@H](C)CN([C@@H](C)CO)C(=O)c2cc(NC(=O)C3CCCCC3)ccc2O1
(49) CCCNC(=O)Nc1ccc2c(c1)OC[C@H](C)N(Cc1cncnc1)C[C@@H](C)[C@H](OC)CN(C)C2=O
(50) Cc1cc(C)c(C)c(S(=O)(=O)N2CCCCC2C(=O)O)c1C (stereo not drawn)
entry no.	43	44	45	46	47	48	49	50
Cneo AK release	2	0	.	-2	5	1	-3	3
PglD inh	-9	-8	.	2	1	-3	0	0
CFTR F508del cor	0.1	0.8	-1.0	1.8	-0.6	-0.4	3.6	1.6
INS-1E GSIS act	4	5	-7	3	3	3	11	10
FN deposition inh	-14	-2	8	2	-9	.	2	0
PGC1a acetyl inh	.	-15	-5	1	-2	4	-1	-1
Statin myotox sup	7	-10	.	11	-6	.	-4	-6
miR122 inh	.	.	.	20[16.7 µM]	0[16.7 µM]	11[16.7 µM]	.	7
